HCMV antiviral – inhibitors of human cytomegalovirus | 410,000 tested, 4.5% active | activity change, negative = inhibition, % at 57.5 µM | HFF cells, HCMV-luciferase reporter, 72 h; stronger effect = lower value | AID 1259415; in the data active = activity change below about -60%; inconclusive = no clear call, values can overlap the other calls; inactive = above about -39%; note: % is set by controls: 0 for no effect and ±100 for the full control effect
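Luciferase read-out from HCMV-luciferase-infected HFFs (MOI 1 PFU/cell) 72 h post infection at 37C; compounds added after 16 h cell attachment; activity normalized between buffer-only basal and Salinomycin (10uM) inhibitor controls.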
AmpC inh no detg – blocks E. coli AmpC beta-lactamase in detergent-free assay | AID 485341 | P00811 | 330,000 tested, 0.52% active | Potency, µM (highest dose often 57.1 µM), for the others: at the highest dose activity change, negative = inhibition, hits mostly inhibitors | AmpC nitrocefin hydrolysis, absorbance 480 nm, 0.0001% Triton;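 note: potency is the fitted concentration of half-maximal effect; plate controls were no compound for no effect and no enzyme for full effect; nearly all actives have a fitted effect of over 20% in size; some results filed as inactive show a strong effect at the top dose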
Target sequence (P00811 whole entry, looked up): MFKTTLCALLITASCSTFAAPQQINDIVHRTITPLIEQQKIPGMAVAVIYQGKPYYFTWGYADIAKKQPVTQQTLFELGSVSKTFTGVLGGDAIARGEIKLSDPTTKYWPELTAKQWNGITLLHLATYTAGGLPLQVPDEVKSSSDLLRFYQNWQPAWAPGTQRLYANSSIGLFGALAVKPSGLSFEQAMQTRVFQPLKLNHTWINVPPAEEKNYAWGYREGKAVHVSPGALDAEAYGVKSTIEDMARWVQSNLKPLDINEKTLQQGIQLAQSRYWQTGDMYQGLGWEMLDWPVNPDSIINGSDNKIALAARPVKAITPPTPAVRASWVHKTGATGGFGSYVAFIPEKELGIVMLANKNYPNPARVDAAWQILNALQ
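20 mM phosphate pH 7.0 + 0.01% (detergent screen) or 0.0001% Triton X-100; 5.3 nM AmpC reagent; cpd preinc 15 min RT; nitrocefin (800 uM stock) to start; A480 q20 s × 4 min; Activity was normalised to no-enzyme and no-compound control wells.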
AmpC detergent – blocks E. coli AmpC beta-lactamase in detergent assay; Potency, µM (series often up to 114 µM), inactives show at the highest dose activity change, negative = inhibition, actives largely listed as inhibitors; 370,000 tested, 0.041% active; AID 485294; P00811; AmpC hydrolysis of nitrocefin, absorbance 480 nm, 0.01% Triton;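 note: potency is the fitted concentration of half-maximal effect; 0% = no-compound wells and -100% = no-enzyme wells; nearly all actives have a fitted effect of over 25% in size; some results filed as inactive show a strong effect at the top dose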
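20 mM phosphate pH 7.0 + 0.01% (detergent screen) or 0.0001% Triton X-100; 5.3 nM AmpC reagent; cpd preinc 15 min RT; nitrocefin (800 uM stock) to start; A480 q20 s × 4 min; Activity was normalised to no-enzyme and no-compound control wells.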
AMA1 RON2 block – disrupts binding of P. falciparum AMA1 to RON2; AlphaScreen AMA1-biotinylated RON2 peptide binding; Potency, µM (series often up to 58.2 µM), inactives show at the highest dose activity change, negative = inhibition, usual class: inhibitors; 360,000 tested, 0.2% active; AID 720542;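 note: potency is the fitted concentration of half-maximal effect; 0% = vehicle wells and -100% = peptide control; nearly all actives have a fitted effect of over 45% in size; some results filed as inactive show a strong effect at the top dose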
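AMA1 (3D7) with his tag at 25 nM final met compounds first, then biotinylated RON2 peptide at 25 nM; detection used donor plus acceptor beads, 10 µg/mL apiece, read by AlphaScreen after 30 min at room temperature.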
CHX counter – counter-screen for Shiga toxin inhibitors: cycloheximide protein synthesis inhibition; max response, %; 300,000 tested, 12% active; AID 2314; cell reporter, cycloheximide protein synthesis inhibition counterscreen; in the data active = max response mostly above about 13%, no sharp cut-off; inactive = mostly below about 14%; note: read at 38.3 µM for the half of the compounds with a filed dose; 0% is about no effect
Shiga toxin inh – Shiga toxin inhibition; Vero cells, Shiga toxin protein synthesis inhibition reporter; inhibition, % at 38.7 µM; 290,000 tested, 9.2% active; AID 2315; in the data active = inhibition mostly above about 28%, no sharp cut-off; inactive = mostly below about 43%; note: 0% is about no effect
FBPA Giardia inh – blocks Giardia fructose-bisphosphate aldolase activity; 290,000 tested, 0.71% active; A8B2U2; Potency, µM (doses to about 59.6 µM), for the others: top-dose activity, negative = inhibition, most hits filed as inhibitors; purified Giardia FBPA; note: potency is the fitted concentration of half-maximal effect; % is set by controls: 0 for no effect and ±100 for the full control effect; nearly all actives have a fitted effect of over 55% in size
Target sequence (A8B2U2 whole entry, looked up): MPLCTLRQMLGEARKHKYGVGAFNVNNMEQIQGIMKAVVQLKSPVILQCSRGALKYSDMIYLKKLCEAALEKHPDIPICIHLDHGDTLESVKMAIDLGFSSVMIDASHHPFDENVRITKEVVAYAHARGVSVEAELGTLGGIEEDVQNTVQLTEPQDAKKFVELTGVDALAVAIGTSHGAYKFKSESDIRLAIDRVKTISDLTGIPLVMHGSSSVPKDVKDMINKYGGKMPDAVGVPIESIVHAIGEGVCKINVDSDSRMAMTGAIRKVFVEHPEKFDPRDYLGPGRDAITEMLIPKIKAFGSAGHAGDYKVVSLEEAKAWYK
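40 nM FBPA preincubated 10 min at RT with compound (up to 57.5 uM final), then substrate plus GAPDH/TPI/NAD/arsenate coupling and diaphorase/resazurin added. Fluorescence read after 20 min at RT, 525/598 nm.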
The depositor's hits bear a star; [ ] = dose if it differs, or a comment. Unless noted, calls come from the whole dose curve; as a rule, active = well fitted curve in the direction sought with a large enough effect; inconclusive = small, poorly fitted or top-dose-only effect, or another doubt; inactive = no such curve, though single readings can be large; an effect the other way counts as inactive or inconclusive. Rows are unselected; any-hit rate near 16%.

How did c1ccc(C2(c3ccccc3)OCC(Cn3cncn3)O2)cc1 (stereo not drawn) do in these assays?
HCMV antiviral: -1; AmpC inh no detg: -3%; AmpC detergent: 2%; AMA1 RON2 block: 7%; CHX counter: 7; Shiga toxin inh: -5; FBPA Giardia inh: 4%

How did O=C(c1ccccc1)c1cnc(Nc2ccc(Cl)c(Cl)c2)s1 do in these assays?
HCMV antiviral: -22; AmpC inh no detg: -25%; AmpC detergent: -11%; AMA1 RON2 block: 2%; CHX counter: 8; Shiga toxin inh: 2; FBPA Giardia inh: 3%

How did O=C(O)c1cccnc1Sc1ccc(Br)cc1 do in these assays?
HCMV antiviral: 9; AmpC inh no detg: 111%; AmpC detergent: inconclusive; AMA1 RON2 block: 9%; CHX counter: -2; Shiga toxin inh: -6; FBPA Giardia inh: 4%

How did O=[N+]([O-])c1ccc(S(=O)(=O)Nc2ccc3c(c2)OCCO3)cc1 do in these assays?
HCMV antiviral: 23; AmpC inh no detg: -27%; AmpC detergent: 1%; AMA1 RON2 block: -1%; CHX counter: 10; FBPA Giardia inh: 2%

How did Cc1ccc(NC(=O)c2sc3nc(CCl)[nH]c(=O)c3c2C)c(C)c1 do in these assays?
HCMV antiviral: 15; AmpC inh no detg: -7%; AmpC detergent: 5%; AMA1 RON2 block: 11%; CHX counter: 29; Shiga toxin inh: 59*; FBPA Giardia inh: -10%

How did Cc1ccc(OCC(=O)Nc2cccc(C)n2)c(C)c1 do in these assays?
HCMV antiviral: 79; AmpC inh no detg: -5%; AmpC detergent: inconclusive; AMA1 RON2 block: 14%; CHX counter: 36*; Shiga toxin inh: 77*; FBPA Giardia inh: -1%

Results for Cc1cc(OCC(=O)NCCCN(C)C)cc(C)c1Br ?
HCMV antiviral: -23; AmpC inh no detg: 73%[activator]; AmpC detergent: -1%; AMA1 RON2 block: -3%; CHX counter: -6; Shiga toxin inh: -24; FBPA Giardia inh: -1%

What do the screens show for `S=c1[nH]nc(Cc2ccc(Cl)cc2)n1-c1ccc2c(c1)OCCO2`?
HCMV antiviral: 0; AmpC inh no detg: -24%; AmpC detergent: 2%; AMA1 RON2 block: 76%[activator]; CHX counter: -3; Shiga toxin inh: -3; FBPA Giardia inh: 2%

What do the screens show for `O=C(Nc1ccc([N+](=O)[O-])cn1)c1ccc(Br)o1`?
HCMV antiviral: 4; AmpC inh no detg: -19%; AmpC detergent: -4%; AMA1 RON2 block: -3%[11.6 µM]; CHX counter: 18*; Shiga toxin inh: 70; FBPA Giardia inh: 1%

Results for Cc1c(C(=O)OCC(=O)NC2CC2)oc2ccc(Br)cc12 ?
HCMV antiviral: 19; AmpC inh no detg: -22%; AmpC detergent: inconclusive; AMA1 RON2 block: 1%

How did O=[N+]([O-])c1ccc(O)c(/C=N/NC(=S)Nc2ccc(Cl)cc2Cl)c1 do in these assays?
HCMV antiviral: 0; AmpC inh no detg: -40%; AmpC detergent: -6%; AMA1 RON2 block: 21%; CHX counter: -2; Shiga toxin inh: 28; FBPA Giardia inh: 17%

How did CC(=O)c1sc(NC(=O)CCNC(=O)c2ccco2)nc1-c1ccccc1 do in these assays?
HCMV antiviral: -18; AmpC inh no detg: 26%; AmpC detergent: -12%; AMA1 RON2 block: 1%; CHX counter: 6; Shiga toxin inh: 12

How did C=CCn1c(N)c(-c2nc3ccccc3n2C)sc1=S do in these assays?
HCMV antiviral: 17; AmpC inh no detg: -13%; AmpC detergent: inconclusive; AMA1 RON2 block: 42%[activator]; CHX counter: -1; Shiga toxin inh: 11; FBPA Giardia inh: -6%

What do the screens show for `Cc1cc(C)n(-c2nc(NCc3cccnc3)c3c4c(sc3n2)COC(C)(C)C4)n1`?
HCMV antiviral: -34; AmpC inh no detg: 165%[activator]; AmpC detergent: 1%; AMA1 RON2 block: 35%[activator]; CHX counter: 22*; Shiga toxin inh: 40; FBPA Giardia inh: 10%

Results for O=C(NCCCl)NNc1c(Cl)cc(Cl)cc1Cl ?
HCMV antiviral: -9; AmpC inh no detg: -29%; AmpC detergent: 0%; AMA1 RON2 block: -9%; CHX counter: -3; Shiga toxin inh: -6; FBPA Giardia inh: -7%

Results for COc1ccc(NC(=O)CSc2nc(NS(=O)(=O)c3ccccc3)cc(=O)[nH]2)cc1 ?
HCMV antiviral: 11; AmpC inh no detg: -29%; AmpC detergent: inconclusive; AMA1 RON2 block: -9%; CHX counter: -2; Shiga toxin inh: -7; FBPA Giardia inh: -7%

How did CCC1CCc2c(sc(NC(=O)c3ccoc3C)c2C(N)=O)C1 (stereo not drawn) do in these assays?
HCMV antiviral: 25; AmpC inh no detg: -24%; AmpC detergent: inconclusive; AMA1 RON2 block: 5%; CHX counter: 1; Shiga toxin inh: 20; FBPA Giardia inh: 0%

What do the screens show for `CCOc1ccc(S(=O)(=O)Nc2cc(SCC(=O)O)c(O)c3ccccc23)cc1`?
HCMV antiviral: 9; AmpC inh no detg: -56%; AmpC detergent: inconclusive; AMA1 RON2 block: inconclusive; CHX counter: 15; Shiga toxin inh: 6; FBPA Giardia inh: 6.3µM*

How did Cc1ccc(S(=O)(=O)Nc2ccc(C(=O)NCc3cccnc3)cc2)cc1 do in these assays?
HCMV antiviral: -7; AmpC inh no detg: -21%; AmpC detergent: 2%; AMA1 RON2 block: -9%; CHX counter: -1; Shiga toxin inh: -10

Results for CC(=O)Nc1ccc(NC(=O)c2ccccc2N(C)S(=O)(=O)c2ccc(C)cc2)cc1 ?
HCMV antiviral: 39; AmpC inh no detg: 6%; AmpC detergent: 5%; AMA1 RON2 block: 8%; CHX counter: 0; Shiga toxin inh: -7; FBPA Giardia inh: -2%

How did Nc1c(N2CCN(c3ccccc3)CC2)c2ccccc2oc1=O do in these assays?
HCMV antiviral: -100*; AmpC inh no detg: -1%; AmpC detergent: inconclusive; AMA1 RON2 block: -15%; CHX counter: 0; Shiga toxin inh: -8; FBPA Giardia inh: -2%

How did C[C@H](CO)N1C[C@H](C)[C@@H](CN(C)C)Oc2c(NS(=O)(=O)c3cccs3)cccc2C1=O do in these assays?
HCMV antiviral: -18; AmpC inh no detg: -11%; AMA1 RON2 block: 5%

What do the screens show for `COc1ccc(C(CNC(=O)c2cc(F)c(F)c(F)c2F)N2CCOCC2)cc1` (stereo not drawn)?
HCMV antiviral: 15; AmpC inh no detg: 32%; AmpC detergent: 0%; AMA1 RON2 block: 2%; CHX counter: -3; Shiga toxin inh: -10; FBPA Giardia inh: 2%

How did O=C(NCC(c1ccc(F)cc1)N1CCOCC1)c1c(F)cccc1F (stereo not drawn) do in these assays?
HCMV antiviral: -31; AmpC inh no detg: -12%; AmpC detergent: 3%; AMA1 RON2 block: 6%; CHX counter: -3; Shiga toxin inh: 4; FBPA Giardia inh: -2%

How did Cc1ccc(S(=O)(=O)/N=C/c2ccco2)cc1 do in these assays?
HCMV antiviral: 36; AmpC inh no detg: -13%; AmpC detergent: -13%; AMA1 RON2 block: 16%; CHX counter: -5; Shiga toxin inh: -17; FBPA Giardia inh: 0%

Results for COc1ccc(C(=O)N[C@H](C(=O)OCn2nnc3ccccc3c2=O)C(C)C)cc1 ?
HCMV antiviral: -1; AmpC inh no detg: -18%; AmpC detergent: 0%; AMA1 RON2 block: -4%

What do the screens show for `O=C(c1ccccc1)c1ccccc1N=Cc1c(O)[nH]c(=O)[nH]c1=O`?
HCMV antiviral: 17; AmpC inh no detg: -18%; AmpC detergent: 1%; AMA1 RON2 block: -10%; CHX counter: 1; Shiga toxin inh: 17; FBPA Giardia inh: -1%

What do the screens show for `NC(=O)C1CCN(C(=O)C2CC(=O)N(c3ccc(F)cc3)C2)CC1` (stereo not drawn)?
HCMV antiviral: 54; AmpC inh no detg: 0%; AmpC detergent: -1%; AMA1 RON2 block: 4%; CHX counter: -3; Shiga toxin inh: -3

Results for CCN1CCN(C(=S)NCCOC)CC1 ?
HCMV antiviral: 24; AmpC inh no detg: -23%; AmpC detergent: 9%; AMA1 RON2 block: inconclusive; CHX counter: -3; Shiga toxin inh: -4; FBPA Giardia inh: inconclusive

What do the screens show for `O=c1ccc(-c2ccccc2)nn1Cc1ccc(F)cc1`?
HCMV antiviral: -38; AmpC inh no detg: -1%; AmpC detergent: -5%; AMA1 RON2 block: 7%; CHX counter: 10; Shiga toxin inh: 23; FBPA Giardia inh: 4%

How did CC(NC(=O)C1CCN(C(=O)c2ccc(F)cc2)CC1)c1ccc(S(N)(=O)=O)cc1 (stereo not drawn) do in these assays?
HCMV antiviral: 19; AmpC inh no detg: -8%; AMA1 RON2 block: -19%

How did COc1ccc2cc(C(C)C(=O)N3CCC(C(N)=O)CC3)ccc2c1 (stereo not drawn) do in these assays?
HCMV antiviral: 5; AmpC inh no detg: 10%; AmpC detergent: inconclusive; AMA1 RON2 block: -12%; CHX counter: -1; Shiga toxin inh: 14; FBPA Giardia inh: -1%

Reprinted at random: 4 compounds from above, in no set order.
What do the screens show for `CCOc1ccc(S(=O)(=O)Nc2cc(SCC(=O)O)c(O)c3ccccc23)cc1`?
HCMV antiviral: 9; AmpC inh no detg: -56%; AmpC detergent: inconclusive; AMA1 RON2 block: inconclusive; CHX counter: 15; Shiga toxin inh: 6; FBPA Giardia inh: 6.3µM*

Results for COc1ccc(NC(=O)CSc2nc(NS(=O)(=O)c3ccccc3)cc(=O)[nH]2)cc1 ?
HCMV antiviral: 11; AmpC inh no detg: -29%; AmpC detergent: inconclusive; AMA1 RON2 block: -9%; CHX counter: -2; Shiga toxin inh: -7; FBPA Giardia inh: -7%

How did COc1ccc2cc(C(C)C(=O)N3CCC(C(N)=O)CC3)ccc2c1 (stereo not drawn) do in these assays?
HCMV antiviral: 5; AmpC inh no detg: 10%; AmpC detergent: inconclusive; AMA1 RON2 block: -12%; CHX counter: -1; Shiga toxin inh: 14; FBPA Giardia inh: -1%

How did CCC1CCc2c(sc(NC(=O)c3ccoc3C)c2C(N)=O)C1 (stereo not drawn) do in these assays?
HCMV antiviral: 25; AmpC inh no detg: -24%; AmpC detergent: inconclusive; AMA1 RON2 block: 5%; CHX counter: 1; Shiga toxin inh: 20; FBPA Giardia inh: 0%

Bioassay records: PubChem, National Center for Advancing Translational Sciences (NCATS)
